Screens as filed in PubChem.
CatB inh: human cathepsin B inhibition | inhibition, %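 (tested at 10 µM)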 | purified cathepsin B, fluorogenic substrate, fluorescence | actives 0.1% (n = 63,000) | P07858; in the data active = inhibition above about 21%;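 also: 0% = enzyme with no compound and 100% = no enzyme blank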
E coli RNAP: inhibitors of Escherichia coli RNA polymerase; P0A8V2; E. coli RNA polymerase, fluorescence transcription assay; inhibition, %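 (tested at 10 µM)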; actives 0.2% (n = 62,000); in the data active = inhibition above about 20%;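 also: 0% = enzyme without compound and 100% = no enzyme blank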
CatS block: blocks human cathepsin S protease activity; P25774; recombinant cathepsin S, AMC dipeptide fluorescence, pooled mixtures; inhibition, %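 (tested at 5 µM per compound within 10-compound mixtures)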; actives 0.06% (n = 62,000); AID 501; in the data active = inhibition above about 32%, passing the limit was not always enough;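 also: 0% = enzyme without compound and 100% = blank without enzyme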
Target sequence (P25774 115-331 limits assumed): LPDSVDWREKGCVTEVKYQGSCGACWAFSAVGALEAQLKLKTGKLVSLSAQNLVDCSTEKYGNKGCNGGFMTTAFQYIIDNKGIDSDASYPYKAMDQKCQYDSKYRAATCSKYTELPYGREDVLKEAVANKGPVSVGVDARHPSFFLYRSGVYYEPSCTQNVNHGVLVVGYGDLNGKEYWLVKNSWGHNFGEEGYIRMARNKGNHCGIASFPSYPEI
AP ELISA ortho: orthogonal test for alternative complement pathway inhibitors; Human serum alternative complement pathway, LPS-coated ELISA, C3 deposition; tested in compound mixtures; inhibition, % at 5 µM; actives 0.08% (n = 62,000);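 active = inhibition above 30% in each of the two pooled mixtures holding the compound, so the lower value exceeds 30%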;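 also: 0% = serum in Mg-EGTA without compound and 100% = EDTA serum blank; some compounds past the cut are filed as inactive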
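Medium: diluted human serum in Mg2+-EGTA GVB++. Assay system: human serum complement alternative pathway, C3 deposition onto LPS. Also added: Plate-bound LPS. Technique: Anti-C3 ELISA, OD 450 nm. Measure: percent inhibition. Incubation: 1 h at 37 °C. Dosing: 5 µM each compound, pools of ten, 50 µM per pool.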
Cathepsin G inh: cathepsin G (human) inhibition. P08311. purified enzyme, AMC-tetrapeptide fluorescence, pooled mixtures. inhibition, % at 5 µM (by protocol). actives 0.2% (n = 62,000);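 active = inhibition above 20% in each of the two mixture wells holding the compound; inactive = inhibition of 20% or less in either well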;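 also: 0% = enzyme control without mixture and 100% = blank lacking enzyme; strong numbers were not always called active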
FXIa mix inh: factor XIa (human) inhibition, mixture screen | P03951 | purified FXIa, fluorogenic substrate, pooled mixtures | inhibition, % at 5 µM | actives 0.19% (n = 62,000) | AID 680; in the data active = inhibition above about 20%, passing the limit was not always enough;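 also: each value is inhibition by a whole ten-compound pool holding the compound; 0% = enzyme with no mixture and 100% = wells lacking enzyme; strong numbers were not always called active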
C1s block: blocks human complement C1s protease activity; actives 0.16% (n = 62,000); purified C1s, fluorogenic AMC substrate, pooled mixtures; mean inhibition % of two 10-compound mixtures (active compounds read high), % at 5 µM (by protocol); AID 538;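 active = inhibition above 20% in each of the two 10-compound mixture wells holding the compound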;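 also: 0% = enzyme wells lacking compound mixture and 100% = no-enzyme blank wells; some compounds called inactive have numbers as strong as hits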
Target sequence (P09871 16-437 limits assumed): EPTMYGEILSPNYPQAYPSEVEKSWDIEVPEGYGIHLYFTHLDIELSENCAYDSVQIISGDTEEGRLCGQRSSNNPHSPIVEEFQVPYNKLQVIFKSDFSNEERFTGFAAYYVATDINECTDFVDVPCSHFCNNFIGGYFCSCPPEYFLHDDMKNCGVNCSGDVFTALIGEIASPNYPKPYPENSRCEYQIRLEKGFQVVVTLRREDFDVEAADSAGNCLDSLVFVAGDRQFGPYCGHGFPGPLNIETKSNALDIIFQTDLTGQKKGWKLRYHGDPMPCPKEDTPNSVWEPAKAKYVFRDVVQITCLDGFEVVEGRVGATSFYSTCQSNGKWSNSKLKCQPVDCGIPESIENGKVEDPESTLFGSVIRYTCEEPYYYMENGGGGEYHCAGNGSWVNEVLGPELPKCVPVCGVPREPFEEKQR
Target sequence (P09871 438-688 limits assumed): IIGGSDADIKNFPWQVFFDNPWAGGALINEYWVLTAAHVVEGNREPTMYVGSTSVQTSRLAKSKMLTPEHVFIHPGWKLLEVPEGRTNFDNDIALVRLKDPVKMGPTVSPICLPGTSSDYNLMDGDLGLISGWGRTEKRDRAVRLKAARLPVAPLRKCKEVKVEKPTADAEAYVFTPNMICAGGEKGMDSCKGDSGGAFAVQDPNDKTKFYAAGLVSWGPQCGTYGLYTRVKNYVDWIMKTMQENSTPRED
CatL inh: inhibitors of human cathepsin L; inhibition, %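 (tested at 10 µM)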; purified cathepsin L, fluorogenic substrate, fluorescence; actives 0.17% (n = 58,000); in the data active = inhibition above about 45%;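 also: 0% = enzyme with no compound and 100% = no enzyme blank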
CatB mixtures: human cathepsin B inhibition by mixtures; Purified cathepsin B, AMC dipeptide fluorescence, compound mixtures; AID 488; actives 0.06% (n = 62,000); inhibition, %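 (ten-compound pools at 5 µM per compound and 50 µM total)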; in the data active = inhibition above about 22%, passing the limit was not always enough;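 also: 0% = enzyme without compound and 100% = no enzyme blank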
Active calls of the source: *; . = no result given. Not all compounds are listed. The share of hits here may be higher or lower than overall.

SMILES	CatB inh	E coli RNAP	CatS block	AP ELISA ortho	Cathepsin G inh	FXIa mix inh	C1s block	CatL inh	CatB mixtures
O=C(Nc1ccc(F)cc1)N(Cc1ccco1)Cc1cc2cc3c(cc2[nH]c1=O)OCO3	1.3	-4.8	11.7	-10.3	-9.4	4.6	-5.3	4.0	-0.9
c1ccc(Oc2cccc(NC3=NCCC3)c2)cc1	2.9	4.9	4.2	19.3	6.7	-2.0	-20.7	12.5	3.7
Cc1cc(C(=O)Nc2cccc(O)c2)co1	-0.3	10.5	5.3	11.6	11.3	1.0	15.8	19.8	3.9
CC(C)CCNC(=O)c1ccc2c(c1)N(Cc1ccccc1)C(=O)CS2=O (centres undefined)	8.3	4.9	5.5	-1.6	-5.9	7.0	-37.8	.	5.7
CCc1nc(N2CCCC2C(=O)O)c2oc3ccccc3c2n1 (centres undefined)	-1.8	8.8	2.9	2.8	5.2	8.4	7.3	0.1	6.9
Cc1ccc2cc3c(NC(=O)c4ccco4)nn(C)c3nc2c1	-2.7	0.5	-1.8	15.5	-2.1	6.2	-4.6	-7.6	5.1
COc1nc(-c2ccccc2)cc(-c2ccc(OC)c(OC)c2)n1	-5.5	.	7.4	5.2	0.1	6.8	-9.7	-90.9	-4.2
COc1ccc2c(-c3ccccc3)cc(N3CCOCC3)nc2c1	0.6	-3.0	-0.1	14.9	14.8	4.2	6.3	-6.8	6.9
NC1=NC(c2ccc(Cl)cc2)n2c(nc3ccccc32)N1 (centres undefined)	1.3	-3.5	-3.7	3.5	-2.1	6.6	-13.6	3.0	-1.5
COC(=O)c1ccc2c(=O)n(CC3CCCO3)c(=S)[nH]c2c1 (centres undefined)	-0.8	11.1	36.8	8.3	4.9	1.2	-53.9	14.8	40.7
O=C(CC1Nc2ccccc2NC1=O)NCc1cccnc1 (centres undefined)	7.1	1.3	-1.9	5.6	-3.3	-6.9	-7.8	5.0	-1.3
COc1ccc(OC)c(N2C(=O)[C@@H]3C(c4ccccc4Cl)=NO[C@@H]3C2=O)c1	-2.2	4.8	-0.5	6.2	8.3	2.5	10.6	-10.5	2.3
CCOc1ccccc1C1CC(c2ccc(Br)cc2)Nc2nc(N)nn21 (centres undefined)	2.0	11.1	-0.7	8.1	7.4	3.9	13.0	4.2	3.1
COc1ccc(OC)c(NC(=O)Cn2cccc2)c1	-0.7	5.0	-2.3	9.0	11.1	1.9	0.0	0.7	4.2
CCn1c(=O)cc(OCC(=O)NCCCN2CCN(c3cccc(Cl)c3)CC2)c2ccccc21	2.3	10.7	4.5	12.3	5.7	9.8	9.9	17.4	2.9
Cc1cccc(NC(=O)c2cc(NC(=O)C3CC=CCC3C(=O)O)ccc2N2CCOCC2)c1 (centres undefined)	-71.2	7.8	-13.9	20.1	0.5	-20.4	-13.5	-3.4	-2.9
CCOc1ccc(OCC)c(NC(=O)C2CCCN(S(=O)(=O)c3cnc[nH]3)C2)c1 (centres undefined)	0.9	3.6	-1.1	16.2	3.9	-0.7	-46.4	.	0.3
COc1ccc(OC)c(NC(=O)C2CCCN(S(=O)(=O)c3cccc4nsnc34)C2)c1 (centres undefined)	2.4	4.2	2.5	14.4	9.4	8.3	12.3	4.5	4.0
CC1CCCC(NC(=O)C2CCN(S(=O)(=O)N3CCOCC3)CC2)C1C (centres undefined)	-0.5	3.2	-1.2	21.1	9.1	5.2	17.3	-7.7	3.9
COC(=O)c1ccc(CSc2nnc(CNC(=O)c3ccccc3F)o2)o1	3.2	6.9	2.6	12.1	8.3	7.6	9.7	2.0	0.6
CC(=O)c1c(C)[nH]c(C(=O)OCC(=O)Nc2cc(C)on2)c1C	6.6	2.4	1.8	4.3	9.3	1.6	6.7	18.3	0.1
COc1ccc(C2C(C(=O)NCc3cccnc3)c3ccccc3C(=O)N2C)cc1OC (centres undefined)	-1.8	4.3	-6.8	17.2	10.2	8.6	15.0	-1.9	4.8
COc1ccccc1CC(NC(C)=O)C(=O)NC1CCN(c2nnnn2-c2ccccc2)CC1 (centres undefined)	7.1	0.6	8.1	-1.7	-0.9	3.3	3.9	-1.8	2.4
Cc1c(OC(=O)CNC(=O)OC(C)(C)C)ccc2c3c(c(=O)oc12)CCC3	0.1	-75.6	-8.8	4.5	-0.4	-5.7	-69.5	1.3	-3.7
COc1ccc(OCC(=O)Nc2cc(OC)cc(OC)c2)cc1	6.4	6.6	-1.9	13.0	7.4	-5.1	3.5	-9.1	3.9

Grouped by structure: the compounds so far with a furan ring, fused or not.
SMILES	CatB inh	E coli RNAP	CatS block	AP ELISA ortho	Cathepsin G inh	FXIa mix inh	C1s block	CatL inh	CatB mixtures
O=C(Nc1ccc(F)cc1)N(Cc1ccco1)Cc1cc2cc3c(cc2[nH]c1=O)OCO3	1.3	-4.8	11.7	-10.3	-9.4	4.6	-5.3	4.0	-0.9
Cc1cc(C(=O)Nc2cccc(O)c2)co1	-0.3	10.5	5.3	11.6	11.3	1.0	15.8	19.8	3.9
CCc1nc(N2CCCC2C(=O)O)c2oc3ccccc3c2n1 (centres undefined)	-1.8	8.8	2.9	2.8	5.2	8.4	7.3	0.1	6.9
Cc1ccc2cc3c(NC(=O)c4ccco4)nn(C)c3nc2c1	-2.7	0.5	-1.8	15.5	-2.1	6.2	-4.6	-7.6	5.1
COC(=O)c1ccc(CSc2nnc(CNC(=O)c3ccccc3F)o2)o1	3.2	6.9	2.6	12.1	8.3	7.6	9.7	2.0	0.6

More compounds follow:
SMILES	CatB inh	E coli RNAP	CatS block	AP ELISA ortho	Cathepsin G inh	FXIa mix inh	C1s block	CatL inh	CatB mixtures
CCC(Oc1ccc2ccccc2c1)C(=O)O (centres undefined)	4.2	2.6	19.5	-12.2	-5.5	-2.5	-41.7	-0.3	2.7
CCn1nnc(-c2ccccc2NC(=O)c2cc(OC)cc(OC)c2)n1	2.6	-1.1	3.1	0.1	-0.7	7.8	-2.8	1.3	-1.5
CCCn1c(=NC(C)=O)c(C#N)cc2c(=O)n3cccc(C)c3nc21	-3.2	-58.5	-16.1	1.2	-27.0	-17.3	-83.2	-269.9	-9.9
Cc1ccccc1CS(=O)(=O)CCC(=O)NCCCN1CCOCC1	3.5	3.1	9.6	5.4	11.4	7.0	8.1	18.8	2.2
CCn1c(CSc2ncccn2)nnc1SCC(=O)N1c2ccccc2CC1C (centres undefined)	-1.5	4.5	-9.5	8.5	1.5	-4.5	-32.4	6.1	2.3
CCOc1ccccc1NC(=O)c1cccc(NC(=O)c2ccco2)c1	5.7	2.2	1.7	3.3	-1.4	6.9	-2.4	7.3	1.7
CC1=C(C(=O)NC2CCC(C)CC2)C2(CCC(C)CC2)OC1=O (centres undefined)	4.9	4.7	-11.9	14.8	11.7	5.8	18.1	0.3	5.0
O=C(Cc1ccccc1)CC1(O)C(=O)Nc2ccccc21 (centres undefined)	0.6	9.2	-4.4	12.7	7.7	0.8	13.6	-4.8	1.2
CC1CCCN(S(=O)(=O)c2ccc(NC(=O)c3cccc(-n4cnnn4)c3)cc2)C1 (centres undefined)	-0.3	-2.4	0.3	17.0	-1.5	5.2	-9.7	1.2	-1.9
Cc1ccc2c(CN3CCCc4ccccc43)cc(=O)oc2c1C	0.7	9.7	19.0	1.2	-0.8	0.6	-8.4	5.2	4.6
CCOC(=O)NC1(C(F)(F)F)NC(=O)N(Cc2ccco2)C1=O (centres undefined)	1.3	-3.8	1.6	-15.1	-11.5	6.8	-14.8	-5.5	3.8
COc1cc(Cl)c(C)cc1NC(=O)COc1cc(C)nc(C(C)C)n1	1.1	3.0	8.1	-6.8	8.7	-10.6	-3.8	17.4	-2.8
Cc1cc(Cl)c(S(=O)(=O)NCC2CCCO2)cc1OCC(N)=O (centres undefined)	-4.7	4.7	6.8	24.8	1.1	4.3	0.2	1.1	6.2
COc1cc(CN2CCN(c3cccc(C)c3C)CC2)cc(Br)c1O	.	-9.2	3.7	-4.7	-12.3	0.5	21.0	-2.3	2.3
COCc1nnc(SCC(=O)NCc2ccccc2)n1-c1ccccc1	0.1	3.8	-2.0	14.4	12.3	7.2	16.3	-2.1	6.8
Cc1sc2ncnc(SCC(=O)NC(=O)NCc3ccco3)c2c1C	-4.4	-3.5	-4.3	13.3	-0.6	4.9	-10.3	4.8	-4.9
COc1ccc(N2CCn3c2nc2c3c(=O)n(CCc3ccccc3)c(=O)n2C)c(OC)c1	8.3	10.0	16.2	-6.0	-5.1	-3.6	-24.5	25.6	1.6
Clc1cccc(CSc2nnc(-c3ccccn3)n2Cc2ccco2)c1	7.6	8.6	-3.7	-1.2	9.6	4.3	9.5	3.0	1.3
CCCOc1cccc(C2C(C(=O)c3ccco3)=C(O)C(=O)N2CCN(CC)CC)c1 (centres undefined)	1.9	4.3	-4.7	11.0	9.6	4.5	2.5	5.9	2.3
CCc1c(C)[nH]c(=S)c(C#N)c1C	-2.1	5.6	-0.2	8.4	3.4	5.6	0.4	-5.1	7.9
COc1ccc(C(=O)NCc2oc(-c3ccccc3)cc2C(=O)O)cc1	-3.9	0.1	-0.6	7.7	-1.7	3.3	-4.2	4.2	0.8
CCCCN(CC)C(=O)Cc1c(C(=O)O)[nH]c2ccc(Cl)cc12	2.8	6.4	-2.5	5.4	5.1	7.3	3.9	5.8	-1.0
Cn1c(C(=O)NCCCN2CCOCC2)cc2c(=O)n(C)c3ccccc3c21	-4.8	-5.3	47.3*	15.6	-2.5	13.5	-2.9	10.4	1.9
CCOC(=O)N1CCC(NC(=O)CC(NS(=O)(=O)c2ccc(Cl)cc2)c2ccco2)CC1 (centres undefined)	3.8	4.0	4.2	12.3	11.2	-1.2	14.8	9.9	5.5
Cc1ccccc1CN(c1ccc(C(=O)N2CCCC2)cc1)S(C)(=O)=O	2.0	1.3	-13.4	12.1	-11.7	-3.0	-9.8	-8.5	1.2

Individual results from the list.
`CC1CCCN(S(=O)(=O)c2ccc(NC(=O)c3cccc(-n4cnnn4)c3)cc2)C1` (centres undefined) | CatB inh: -0.3
`CCOc1ccccc1C1CC(c2ccc(Br)cc2)Nc2nc(N)nn21` (centres undefined) | CatL inh: 4.2
`COCc1nnc(SCC(=O)NCc2ccccc2)n1-c1ccccc1` | CatS block: -2.0
`CCOC(=O)N1CCC(NC(=O)CC(NS(=O)(=O)c2ccc(Cl)cc2)c2ccco2)CC1` (centres undefined) | FXIa mix inh: -1.2
`CCCn1c(=NC(C)=O)c(C#N)cc2c(=O)n3cccc(C)c3nc21` | CatB mixtures: -9.9

(list continues)
SMILES	CatB inh	E coli RNAP	CatS block	AP ELISA ortho	Cathepsin G inh	FXIa mix inh	C1s block	CatL inh	CatB mixtures
N#Cc1nc(-c2ccccc2F)oc1N1CCCC1	2.1	-8.0	0.1	3.3	3.8	-1.3	-30.5	-60.5	-6.7
Cc1cc(C(C)(C)C)oc1C(=O)Nc1ccc(CC(=O)O)cc1	2.0	-2.9	0.3	3.9	-3.0	8.9	-3.3	-6.8	1.2
Cc1cc(NC(=O)COC(=O)c2cc3c(s2)CCC(C)C3)no1 (centres undefined)	4.1	7.2	10.0	-4.3	8.7	6.9	12.7	5.7	4.3
O=C(c1ccco1)c1cn[nH]c1-c1ccc(Cl)cc1O	0.5	6.4	2.2	-0.1	9.4	5.4	0.1	.	0.3
Cc1cccc(NC(=O)CN(C)S(=O)(=O)c2ccc(Cl)cc2)n1	4.8	9.0	15.8	-10.7	-5.6	2.8	-12.6	20.6	-0.1
Cc1cc(C)c(S(=O)(=O)Nc2ccc(OCC(=O)O)cc2)c(C)c1	5.3	7.2	10.1	1.5	-0.9	6.7	-26.7	15.2	3.6
C=CCOc1c(OC)cc(Cl)cc1C1NC(=O)NC(C)=C1C(C)=O (centres undefined)	-0.4	1.6	-3.7	19.8	8.2	4.4	7.2	3.1	5.3
